Bioassay records deposited in PubChem by several laboratories.
DNA FID counter – fluorescent intercalator displacement, NS3 helicase counter-screen | DNA fluorescent intercalator displacement, fluorescence | inhibition, % at 7.9 µM | 0.17% of 290,000 active; in the data active means inhibition above about 37%;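 further: 0% = vehicle and 100% = reference compound; higher means more ethidium bromide displaced from hairpin DNA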
IMP-1 inhibitor – inhibitors of Pseudomonas aeruginosa IMP-1 metallo-beta-lactamase. purified IMP-1, nitrocefin hydrolysis, epi-absorbance fluorescence. 0.45% of 290,000 active. AID 1556. inhibition, % at 5.6 µM;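 active means inhibition above the mean plus 3 SD of all compounds in the same screening run, cut at about 4.5% in these data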;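 further: 0% = IMP-1 with DMSO and 100% = DMSO wells lacking enzyme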
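System: Purified recombinant IMP-1 metallo-beta-lactamase enzyme | Measured by: Fluorescence quenching readout, ex 480/em 530 nm | Replication: Singlicate | Incubation: 15 min preincubation plus 25 min reaction at 25 °C | Evaluation: Percent inhibition from optical density relative to buffer-blank wells | Benchmarks: DMSO with and without IMP-1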
HCV NS3 hel inh – inhibitors of Hepatitis C virus NS3 helicase; NS3 helicase DNA unwinding, Cy5 molecular beacon fluorescence; inhibition, % at 10.9 µM; 0.56% of 290,000 active; AID 1800;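 active means inhibition above the mean of all tested compounds plus 3 SD, set per campaign, cut at about 35% in these data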;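 further: 0% = DMSO wells and 100% = thioflavine S control wells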
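Assay system – hepatitis C virus NS3 helicase domain fragment enzyme · Buffer or medium – MOPS pH 6.5, MgCl2, DTT, Tween20, BSA · Reagent – Cy5/quencher beacon DNA duplex and ATP to start · Compound – single 10.9 µM dose · Timing – 1 h at 25 °C · Technique – Cy5 beacon fluorescence read at start and 1 h · Measure – % inhibition of unwinding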
VIM-2 inhibitor – blocks Pseudomonas aeruginosa VIM-2 metallo-beta-lactamase. purified VIM-2, nitrocefin hydrolysis, epi-absorbance fluorescence. inhibition, % at 5.6 µM. 0.89% of 290,000 active. AID 1527;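 active means inhibition above the mean of all tested compounds plus 3 SD, cutoff set per screening run, cut at about 7.5% in these data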;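 further: red hydrolysis product quenches plate fluorescence so inhibitors raise well fluorescence; 0% = enzyme with DMSO and 100% = DMSO without enzyme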
IDE cell activ – IDE (human) activation, cell-based; P14735; HEK cells, FAbeta-B cleavage, fluorescence polarization; 0% vehicle, 100% cell-free pure enzyme wells; activation, % at 5.96 µM; 0.073% of 340,000 active;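 active means activation above the mean of all tested compounds plus 3 SD, set per screening campaign, cut at about 17% in these data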
MEKK3 PB1 HTS – raises or lowers MEK5 binding to the human MEKK3 PB1 domain; bead-based flow cytometry, Alexa488-MEK5 binding to MEKK3; actives lie on both sides; 0 = blocked by unlabeled MEK5, 100 = vehicle; binding response (% of control), % at 10 µM; 1.4% of 290,000 active;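 active means binding response more than 3 SD above or below the average of its plate-row segment, actives on both sides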;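 further: Alexa488 bead fluorescence after subtracting the streptavidin-only scavenger bead signal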
p-CIP stab down – p/CIP protein destabilization; 0.01% of 290,000 active; decrease of EGFP signal, % at 10 µM; F442A p/CIP-EGFP cells, EGFP fluorescence, 16 h; Q05BA5;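 active means EGFP signal decrease of at least 30% at 10 µM or well 3 SD below plate mean, unless failing retest; inactive means the rest, including hits failing retest or dose response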; further: some compounds called inactive have numbers as strong as hits; many of its hits are not listed in these tables
Target sequence (Q05BA5 1-1403): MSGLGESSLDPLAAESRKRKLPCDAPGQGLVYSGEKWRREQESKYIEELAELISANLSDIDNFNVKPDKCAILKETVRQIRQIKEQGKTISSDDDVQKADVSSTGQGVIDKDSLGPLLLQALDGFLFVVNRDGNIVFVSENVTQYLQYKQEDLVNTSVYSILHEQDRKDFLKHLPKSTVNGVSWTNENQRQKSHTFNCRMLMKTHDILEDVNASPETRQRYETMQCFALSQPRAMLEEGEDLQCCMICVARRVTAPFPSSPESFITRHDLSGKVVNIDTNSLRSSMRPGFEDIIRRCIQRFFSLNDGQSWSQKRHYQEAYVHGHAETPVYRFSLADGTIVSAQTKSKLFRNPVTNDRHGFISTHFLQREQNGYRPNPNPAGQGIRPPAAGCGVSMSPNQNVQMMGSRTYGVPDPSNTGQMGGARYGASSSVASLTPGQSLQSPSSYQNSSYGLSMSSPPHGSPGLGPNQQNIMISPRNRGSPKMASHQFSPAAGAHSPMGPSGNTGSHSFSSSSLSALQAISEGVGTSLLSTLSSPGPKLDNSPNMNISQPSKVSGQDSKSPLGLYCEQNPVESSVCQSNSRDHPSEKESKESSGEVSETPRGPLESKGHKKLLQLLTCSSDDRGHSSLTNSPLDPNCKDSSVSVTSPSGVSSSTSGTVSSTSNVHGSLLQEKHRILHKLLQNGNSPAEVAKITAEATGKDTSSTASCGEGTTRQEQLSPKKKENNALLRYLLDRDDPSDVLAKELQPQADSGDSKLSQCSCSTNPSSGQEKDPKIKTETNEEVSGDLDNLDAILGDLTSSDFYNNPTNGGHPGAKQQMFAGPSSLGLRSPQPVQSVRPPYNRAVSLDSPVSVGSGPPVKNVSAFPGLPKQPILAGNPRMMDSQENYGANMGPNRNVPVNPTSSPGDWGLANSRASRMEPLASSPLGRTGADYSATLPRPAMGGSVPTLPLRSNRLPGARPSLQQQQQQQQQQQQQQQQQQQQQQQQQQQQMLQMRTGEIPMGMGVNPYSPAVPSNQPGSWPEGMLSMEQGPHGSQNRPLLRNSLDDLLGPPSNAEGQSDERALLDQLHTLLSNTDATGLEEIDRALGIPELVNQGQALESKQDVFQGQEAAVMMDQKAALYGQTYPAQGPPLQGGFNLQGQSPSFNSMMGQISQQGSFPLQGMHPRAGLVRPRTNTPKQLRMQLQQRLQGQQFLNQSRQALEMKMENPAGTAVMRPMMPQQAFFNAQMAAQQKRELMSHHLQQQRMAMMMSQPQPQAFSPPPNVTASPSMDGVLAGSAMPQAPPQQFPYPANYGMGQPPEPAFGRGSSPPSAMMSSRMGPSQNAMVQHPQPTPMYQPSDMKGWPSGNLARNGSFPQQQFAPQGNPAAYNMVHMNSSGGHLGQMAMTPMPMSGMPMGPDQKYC
SUMO HTRF inh – blocks human SUMOylation mediated by UBC9. HTRF SUMOylation assay, SAE1/SAE2 + UBC9, in vitro. AID 2006. inhibition, % at 35 µM. 0.36% of 290,000 active. P63279; in the data active means inhibition above about 50%, passing the limit was not always enough; further: strong numbers were not always called active
PHOSPHO1 inh – inhibitors of human PHOSPHO1 phosphatase | recombinant PHOSPHO1, absorbance phosphatase assay | 1.1% of 290,000 active | AID 1565 | inhibition, % at 13.3 µM | Q8TCT1; in the data active means inhibition above about 60%
* = called active by the depositor; · = no result given. An excerpt; the hit share may differ from the screen's.

Order of results – PHOSPHO1 inh	HCV NS3 hel inh	DNA FID counter	VIM-2 inhibitor	IDE cell activ	MEKK3 PB1 HTS	p-CIP stab down	SUMO HTRF inh	IMP-1 inhibitor
- CCc1ccccc1N(CC(=O)OC)S(C)(=O)=O
→ -10	4	-1	-2.9	3	105	-4	21	-3.3
- O=C(COC(=O)COc1ccccc1)NCc1ccccc1
→ 17	7	7	-2.1	1	92	39	4	-0.9
- Cc1ccc(C(=O)Nc2nc(=O)n(C)s2)cc1
→ -1	8	0	-2.1	3	103	-8	-16	-0.6
- Cc1ccc(-c2nnc(SCC(=O)Nc3ccc4c(c3)oc3ccccc34)n2C)c(Cl)c1
→ 20	-2	-2	0.7	-6	106	4	17	-0.5
- Cc1cc(C(=O)N(C)CC2CCCN(CCc3ccc(F)cc3)C2)c(C)o1 (stereo unspecified)
→ 52	-3	9	-1.4	5	101	-16	1	-4.6
- COc1cccc(N(C(=O)c2csnn2)C(C(=O)NC2CCCC2)c2ccccc2)c1 (stereo unspecified)
→ 51	1	-31	-3.8	2	99	1	-5	-3.4
- COc1ccc(-c2nc(CSCC(=O)N3CCN(C4CCCCC4)CC3)c(C)o2)cc1OC
→ ·	-5	1	-0.3	1	103	·	·	-1.3
- COC(=O)c1c(C)oc2ccc(OC(=O)c3cccs3)cc12
→ -10	-2	-4	-2.8	-9	103	-2	-15	-4.1
- CCC1CCCCN1CCCNC(=O)c1ccc2nc(N3CCC(C)CC3)sc2c1 (stereo unspecified)
→ 60	-51	29	5.0	3	103	5	3	-3.7
- Cc1ccccc1NS(=O)(=O)c1ccc(C)c(C(=O)N2CCOCC2)c1
→ 38	8	-8	-2.4	2	103	-10	8	-2.6
- COc1ccc(-c2cc3ncnc(Cl)c3s2)cc1
→ 27	3	5	-0.8	-4	103	-10	6	1.0
- CC(C)OCCCNC(=S)NNC(=O)c1ccc(Cl)c(Cl)c1
→ -3	-5	-16	-0.2	4	78	-2	-18	-0.5
- CC(=O)NC(CC(=O)O)c1ccc([N+](=O)[O-])cc1 (stereo unspecified)
→ -4	2	0	-2.3	5	107	-20	3	-2.9
- OC(COCc1ccc(Cl)cc1)CN1CCN(CC(O)COCc2ccc(Cl)cc2)CC1 (stereo unspecified)
→ 0	-83	28	2.2	5	106	7	-3	-1.7
- COc1cc(/C=C/C(=O)OCC(=O)c2c[nH]c3ccccc23)ccc1OC(F)F
→ -14	-4	0	-2.0	1	102	4	-27	-2.1
- O=C(CCN1CCN(Cc2ccccc2)CC1)NNC(=O)Cc1ccc(Cl)c(Cl)c1
→ 0	-16	8	0.1	-2	89	-6	8	-1.9
- O=C(Nc1ccccc1)C1CCCN1S(=O)(=O)c1ccc(Br)cc1 (stereo unspecified)
→ 48	-6	-13	-3.1	5	103	-22	14	-1.9
- COC(=O)[C@@H]1C[C@@]2(O)[C@H](O)[C@H](O)[C@H](O)C[C@H]2N1Cc1ccc(C)s1
→ 35	·	·	·	1	100	4	15	·
- Cc1ccc(CNCCC2=CCCCC2)cc1
→ 1	4	2	-2.4	0	106	-10	-2	-4.5
- COc1ccc(Cl)cc1NS(=O)(=O)c1cn(C)nc1C
→ 51	5	-2	-1.7	-2	103	4	13	-3.1
- COc1ccc(N=C2SC(CC(=O)Nc3ccccc3)C(=O)N2Cc2ccco2)cc1 (stereo unspecified)
→ -7	-5	-14	-2.6	6	100	-6	-20	-1.5
- O=C(O)C1C2C=CC(C2)C1C(=O)Nc1ccccc1Br (stereo unspecified)
→ 14	1	-3	-0.4	2	100	10	9	32*
- O=C(O)c1c2c(nc3ccccc13)-c1ccccc1CC2
→ 34	1	0	-1.0	3	97	-12	11	0.2
- COC(=O)c1ccc(N2C(=O)CC(SCCN)C2=O)cc1 (stereo unspecified)
→ 8	-3	5	-3.2	4	98	-8	-4	-3.0
- Cc1ccc(-n2ncc3c(Nc4cccc(C(=O)O)c4)ncnc32)cc1
→ 0	19	-22	-2.3	4	84	0	10	-3.5
- O=C(CN(c1ccc(F)cc1)S(=O)(=O)c1ccccc1)NC1CC2CCC1C2 (stereo unspecified)
→ 24	-11	-35	-1.9	5	99	13	-4	-0.8
- O=P(Cc1cc[n+]([O-])cc1)(c1ccccc1)c1ccccc1
→ 38	1	1	-0.6	0	101	-5	6	-1.4
- CN1CC=C2C(C#N)=C(N)C(C#N)(C#N)[C@H](c3ccoc3)[C@H]2C1
→ 9	-5	-2	2.2	5	92	-29	88*	-3.3
- CC(C)(C)c1cc(C(=O)NN)n(Cc2ccc(Cl)cc2Cl)n1
→ -10	-1	0	-1.4	9	96	0	4	-2.1
- COc1ccc(/C(O)=C2/C(=O)C(=O)N(CCCN(C)C)C2c2ccc(C)o2)cc1Cl (stereo unspecified)
→ -6	-2	0	-2.7	·	108	9	-17	-2.3
- CC(CNC(=O)c1cc(COc2c(F)cccc2F)on1)c1ccccc1 (stereo unspecified)
→ 37	-10	-25	-1.2	5	101	2	-9	-1.5
- COc1ccc(CC(=O)Nc2ccc(-c3cn4ccc(C)cc4n3)cc2)cc1
→ 17	2	0	-3.5	4	103	-8	22	-2.6
- S=C(NCC1CCCO1)NC1CC1 (stereo unspecified)
→ 53	2	4	-1.4	0	101	3	6	-2.0
- O=C(Nc1ccc2c(c1)OCCO2)C1CCCN1S(=O)(=O)c1cccc2cccnc12 (stereo unspecified)
→ -9	-11	-14	-0.8	7	111	-12	-13	-0.3
- COCCCNS(=O)(=O)c1ccc(SC)cc1
→ 0	3	-2	0.3	-3	103	3	-2	-4.4
- NC(=O)CC(NC(=O)Cc1ccc(Br)cc1)c1ccc(N2CCCCCCC2)c([N+](=O)[O-])c1 (stereo unspecified)
→ -47	11	-16	-1.6	4	97	-12	30	0.9
- CN1CCCN(S(=O)(=O)c2ccc(Cl)c(Cl)c2)CC1
→ 16	-6	11	-2.6	2	105	10	23	-3.6
- S=c1[nH]nc(-c2ccc3ccccc3n2)n1-c1ccc2ncccc2c1
→ 74*	12	-17	4.0	-5	100	-5	1	-0.3
- CCN(CCCNC(=O)CN1C(=O)COc2ccc(S(=O)(=O)N3CCC(C)CC3)cc21)Cc1ccccc1
→ 27	-26	19	-1.2	4	102	-14	10	0.0
- COC(=O)C1CN(C(=O)COc2ccccc2)c2ccccc2O1 (stereo unspecified)
→ 2	6	-7	-0.5	-1	100	-2	18	-1.0
- CCOC(=O)C1(CC2CC2)CCN(S(=O)(=O)C[C@]23CC[C@H](CC2=O)C3(C)C)CC1
→ 34	6	-39	-4.0	-4	110	2	-8	-1.6
- Fc1ccc(CSc2nnc(-c3ccncc3)o2)cc1
→ 50	1	-13	0.4	-3	98	0	0	0.7
- CN(CC(=O)Nc1ccc(F)cc1)C(=O)CCc1ccccc1
→ 11	-17	-3	-3.2	4	105	2	12	-3.1
- CN(C)N(C)C(=O)C(O)(c1ccccc1)c1ccccc1
→ 14	4	2	-0.3	-8	99	-6	7	-1.6
- O=S(=O)(c1ccc(Br)cc1)N1CCCC1c1nc2ccccc2s1 (stereo unspecified)
→ -10	-9	-20	0.4	2	106	8	-42	-2.0
- COc1ccc(-n2c(SC)nnc2-c2c[nH]c3ccccc23)cc1
→ 29	1	-6	0.0	6	105	-8	15	-1.0
- COc1ccc(-c2nc(N)n(C(=O)c3cccs3)n2)cc1
→ -5	-18	0	-0.1	6	94	8	12	-2.9
- O=C(NCC1CCCO1)c1ccc(COCC(F)(F)C(F)F)cc1 (stereo unspecified)
→ -10	-6	-6	-2.3	-5	86	-3	11	-3.6
- Cc1cc(N)c(NC2=CC(=O)CC(C)(C)C2)cc1C
→ 32	-4	-4	-0.5	-1	101	0	16	-1.8
- O=C(CCN1C(=O)/C(=C\c2ccc(F)cc2)SC1=S)Nc1ccccc1
→ -25	6	-9	-2.7	-3	102	-5	-5	-3.4
- Cc1ccc(N(C)C(=O)c2ccc(CNc3c(N4CCC(C)CC4)c(=O)c3=O)cc2)cc1
→ 32	3	-5	-3.7	6	99	-9	-3	-4.0
- CCN(CC)c1ccc(/C=N/NC(=O)c2cc(C)nc3ccccc23)cc1
→ 24	-2	-25	-2.4	-2	106	-9	1	-3.9
- C=CCn1c(=O)c2ccccc2n2c(=S)[nH]nc12
→ -103	-5	-11	1.7	-1	106	-2	-3	-4.2
- COC(=O)c1ccc(Cn2cc([N+](=O)[O-])cn2)cc1
→ 29	8	-2	0.5	-5	104	-2	14	-3.0
- CC1CCCN(CCCNC(=O)C2CCC(CNS(=O)(=O)c3cccc4nsnc34)CC2)C1 (stereo unspecified)
→ 29	4	17	-1.0	1	97	-7	16	-2.8
- CC(=O)N1Cc2ccccc2CC1C(=O)NCc1ccccc1F (stereo unspecified)
→ 28	0	-8	-0.5	6	103	-5	0	-2.5
- COc1ccc(N2CCN(Cc3nc4c(c(=O)n(C)c(=O)n4C)n3CCc3ccccc3)CC2)cc1
→ 32	2	4	0.0	6	102	16	-2	-3.0
- O=C(Nc1sc2c(c1C(=O)NCc1ccco1)CCCC2)c1ccc2c(c1)OCO2
→ 10	3	0	-0.8	4	83	-1	16	-2.2
- Cc1[nH]n(-c2ccc([N+](=O)[O-])cc2)c(=O)c1N=Nc1nc2ccccc2s1
→ ·	18	2	-4.5	·	·	·	·	-5.8
- Cc1cc(O)c(N)c(C)c1Cl
→ 2	1	5	-0.9	-2	103	7	-8	-11

Exported as comma-separated lines: part of the list above
Compound,PHOSPHO1 inh,HCV NS3 hel inh,DNA FID counter,VIM-2 inhibitor,IDE cell activ,MEKK3 PB1 HTS,p-CIP stab down,SUMO HTRF inh,IMP-1 inhibitor
CN1CCCN(S(=O)(=O)c2ccc(Cl)c(Cl)c2)CC1,16,-6,11,-2.6,2,105,10,23,-3.6
CCN(CCCNC(=O)CN1C(=O)COc2ccc(S(=O)(=O)N3CCC(C)CC3)cc21)Cc1ccccc1,27,-26,19,-1.2,4,102,-14,10,0.0
O=C(CCN1C(=O)/C(=C\c2ccc(F)cc2)SC1=S)Nc1ccccc1,-25,6,-9,-2.7,-3,102,-5,-5,-3.4

(further entries)
Order of results – PHOSPHO1 inh	HCV NS3 hel inh	DNA FID counter	VIM-2 inhibitor	IDE cell activ	MEKK3 PB1 HTS	p-CIP stab down	SUMO HTRF inh	IMP-1 inhibitor
- CC(=O)c1c(C)[nH]c(C(=O)OCc2cccc(Cl)c2)c1C
→ 20	-6	-9	-5.0	2	101	0	-5	-3.1
- Cc1ccc(CN2CCC(NC(=O)c3ccccc3)CC2)cc1
→ ·	-2	-3	-0.2	3	98	-4	4	3.1
- NS(=O)(=O)c1ccc(NC(=S)N2CCN(Cc3ccc4c(c3)OCO4)CC2)cc1
→ 16	21	-7	-1.9	6	97	-20	0	-2.4
- CC(C)c1nnc(NC(=O)C2CCCO2)s1 (stereo unspecified)
→ 39	-2	4	-6.8	1	98	-4	6	-1.5
- COc1ccc(S(=O)(=O)Nc2cc3c(C(C)=O)c(C)oc3c3ccccc23)cc1
→ 3	-6	-15	-3.2	-3	99	-10	-9	-0.9
- CCN1CCN(CC(=O)Nc2ccc(OC(F)(F)F)cc2)CC1
→ 10	-4	7	-1.9	3	100	-8	2	-0.6
- CC1CCCC(NC(=O)COC(=O)COc2ccccc2Cl)C1C (stereo unspecified)
→ -44	-14	-1	0.5	0	87	-42	-7	-1.0
